GLS inhibitor – qHTS for Inhibitors of Glutaminase (GLS). Glutaminase kidney isoform, mitochondrial (Homo sapiens), O94925. GLS enzymatic activity, qHTS titration. Potency, µM (top dose mostly 45.5 µM), without a hit: at the top dose activity change, negative = inhibition, hits mostly inhibitors. actives 0.21% (n = 410,000). AID 624170, 2012; also: potency is read from the fitted curve at half-maximal effect; % is scaled to controls: 0 for no effect and ±100 for the full control effect
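hKGA in 45 mM KH2PO4 (pH 8.2), 0.02% Tween-20 with compound, then 1mM L-Glutamine (stock as added) plus glutamate oxidase/HRP/Amplex red coupling mix. Fluorescence read initially and after 30 min at RT; signal change reflects glutamate formation.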
Pol eta inh – qHTS for Inhibitors of Polymerase Eta. DNA polymerase eta (Homo sapiens), Q9Y253. recombinant Pol eta, fluorescent DNA replication assay. Potency, µM (titrated, usually from 114 µM), for the others: at the top dose activity change, negative = inhibition, hits mostly inhibitors. actives 1.2% (n = 390,000). AID 588591, 2011; also: potency is read from the fitted curve at half-maximal effect; % is scaled to controls: 0 for no effect and ±100 for the full control effect
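Fluorescent replication assay: 50 nM final substrate added after a 15 min room-temperature compound preincubation with 10 nM enzyme. Signal taken at 0 min and again at 10 min.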
PI4K2A inh – qHTS for small molecular inhibitors of PI4K2A. Phosphatidylinositol 4-kinase type 2-alpha (Homo sapiens), Q9BTU6. purified PI4K2A, ADP-Glo luminescence, 1 h; stronger effect = lower value. activity change, negative = inhibition, % at 76.9 µM. actives 0.13% (n = 420,000); in the data active = activity change below about -50%; inconclusive = mostly about -30% to -49%;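 also: -100% = wells without enzyme as full effect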
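In this quantitative HTS, ADP production by PI4K2A was quantified luminescently after 1 h at ambient temperature; 100 microM adenosine served as plate-quality control.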
G9a inh – qHTS Assay for Inhibitors of Histone Lysine Methyltransferase G9a; AID 504332, 2011; G9a H3K9 monomethylation, AlphaScreen, 2 h; Potency, µM (highest dose often 102 µM), inactives show at the top dose activity, negative = inhibition, hits mostly inhibitors; actives 8.8% (n = 350,000); also: potency is read from the fitted curve at half-maximal effect; % is scaled to controls: 0 for no effect and ±100 for the full control effect; nearly all actives have a fitted effect of over 75% in size
Target sequence (Q96KQ7 913-1193 limits assumed): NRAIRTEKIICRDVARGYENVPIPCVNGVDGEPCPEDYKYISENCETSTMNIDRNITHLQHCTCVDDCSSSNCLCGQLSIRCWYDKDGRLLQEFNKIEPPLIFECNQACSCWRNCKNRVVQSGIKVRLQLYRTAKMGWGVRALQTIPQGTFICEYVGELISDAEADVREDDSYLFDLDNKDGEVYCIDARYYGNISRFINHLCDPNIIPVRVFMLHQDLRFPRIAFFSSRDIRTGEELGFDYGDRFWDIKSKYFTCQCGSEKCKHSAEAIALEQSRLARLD
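Chemiluminescent proximity detection of H3K9 monomethylation, read after 10 min bead incubation in the dark. Reaction: 20 nM G9a, 500 nM biotin-H3K9 peptide, 20 uM SAM cofactor, 2 h, room temperature, following 15 min enzyme-compound preincubation.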
Pin1 inh – qHTS Assay to Find Inhibitors of Pin1 | actives 0.009% (n = 390,000) | AID 504891, 2011 | Pin1 FP peptide displacement, HiFluor488, 10 min | Potency, µM (titrated, usually from 115 µM), for the others: top-dose activity, negative = inhibition, most hits filed as inhibitors; active = well fitted inhibition curve with a large enough effect in the polarisation, with a control signal flat, not every such curve was filed as active; inconclusive = small, poorly fitted or top-dose-only effect, or effect the other way, or a change in a side signal; inactive = no such curve, though single readings can be large or run the other way; the % refers to the polarisation; also: potency is read from the fitted curve at half-maximal effect; % is scaled to controls: 0 for no effect and ±100 for the full control effect
Target sequence (Q13526 whole entry, looked up): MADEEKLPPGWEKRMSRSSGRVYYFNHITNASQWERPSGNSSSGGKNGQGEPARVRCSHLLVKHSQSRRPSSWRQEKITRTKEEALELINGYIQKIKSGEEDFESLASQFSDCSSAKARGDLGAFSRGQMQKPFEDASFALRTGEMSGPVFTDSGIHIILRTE
HP1b binding inh – HTS for Inhibitors of HP1-beta Chromodomain Interactions with Methylated Histone Tails | actives 0.56% (n = 390,000) | Chromobox protein homolog 1 (Homo sapiens), P83916 | Potency, µM (doses to about 114 µM), without a hit: at the highest dose activity change, negative = inhibition, usual class: inhibitors | AlphaScreen HP1-beta / biotin-H3K9me3 peptide binding; also: potency is read from the fitted curve at half-maximal effect; nearly all actives have a fitted effect of over 70% in size; inactives centre near 23
Target sequence (P83916 whole entry, looked up): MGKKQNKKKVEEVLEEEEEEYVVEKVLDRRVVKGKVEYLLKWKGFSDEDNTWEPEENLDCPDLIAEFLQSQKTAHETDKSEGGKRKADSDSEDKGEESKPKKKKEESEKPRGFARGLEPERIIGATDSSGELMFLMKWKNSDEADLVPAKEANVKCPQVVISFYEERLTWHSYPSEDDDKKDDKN
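AlphaScreen: HP1-beta (50 nM) preformed 30 min with biotin-H3(1-18)K9me3 peptide (50 nM) in PBS pH 7.4, 0.01% Tween-20. Compound added for 30 min at RT, then streptavidin donor/nickel chelate acceptor beads (10 ug/mL) for 30 min.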
JMJD2A Tudor – qHTS Assay for Inhibitors of JMJD2A-Tudor Domain. actives 4.4% (n = 390,000). AID 504339, 2011. AlphaScreen JMJD2A-Tudor / H3K4me3 peptide binding. Lysine-specific demethylase 4A (Homo sapiens), O75164. Potency, µM (highest dose often 114 µM), without a hit: top-dose activity change, negative = inhibition, actives largely listed as inhibitors; also: potency is read from the fitted curve at half-maximal effect; % is scaled to controls: 0 for no effect and ±100 for the full control effect; nearly all actives have a fitted effect of over 50% in size
Tb PGK inh – qHTS Assay to Find Inhibitors of Phosphoglycerate Kinase; actives 0.043% (n = 380,000); PGK/GAPDH coupled, Kinase-Glo luminescence, 60 min; Potency, µM (top dose mostly 57.5 µM), for inactives: at the top dose activity change, negative = inhibition, actives largely listed as inhibitors; also: potency is read from the fitted curve at half-maximal effect; % is scaled to controls: 0 for no effect and ±100 for the full control effect; nearly all actives have a fitted effect of over 60% in size
Target sequence (P07378 whole entry, looked up): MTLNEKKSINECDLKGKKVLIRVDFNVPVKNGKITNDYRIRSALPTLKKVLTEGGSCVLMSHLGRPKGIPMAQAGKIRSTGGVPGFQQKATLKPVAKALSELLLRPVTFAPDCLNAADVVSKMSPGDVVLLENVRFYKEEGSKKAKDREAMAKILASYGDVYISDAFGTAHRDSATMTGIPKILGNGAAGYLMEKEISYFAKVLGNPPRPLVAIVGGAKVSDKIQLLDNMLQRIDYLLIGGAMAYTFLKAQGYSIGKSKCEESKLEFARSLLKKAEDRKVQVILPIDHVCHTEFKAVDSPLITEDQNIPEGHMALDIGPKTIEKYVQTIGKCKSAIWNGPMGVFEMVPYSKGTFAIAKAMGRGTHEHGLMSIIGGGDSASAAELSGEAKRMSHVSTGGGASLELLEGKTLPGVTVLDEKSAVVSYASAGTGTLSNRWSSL
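Recombinant glycosomal PGK reaction used 1,3-bisphosphoglycerate generated in-well by GAPDH (100nM final) in 100mM TEA pH 7.6, 5mM MgCl2, 0.01% Tween-20. After 60 minutes at room temperature, ATP was read by Kinase-Glo Plus luminescence end-point.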
BAZ2B inh – qHTS Assay for Inhibitors of BAZ2B | actives 4.4% (n = 360,000) | AlphaScreen BAZ2B-H3K14Ac peptide displacement | AID 504333, 2011 | Potency, µM (top dose mostly 114 µM), without a hit: at the highest dose activity change, negative = inhibition, most hits filed as inhibitors | Bromodomain adjacent to zinc finger domain protein 2B (Homo sapiens), Q9UIF8; also: potency is read from the fitted curve at half-maximal effect; % is scaled to controls: 0 for no effect and ±100 for the full control effect; nearly all actives have a fitted effect of over 60% in size
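AlphaScreen displacement of biotin-H3(5-23)K14Ac peptide (50 nM final) from BAZ2B (50 nM final) in PBS pH 7.4, 0.01% Tween-20; complex preformed 30 min RT, then compounds (top 110 uM) 30 min RT, beads 20 min dark.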
Numbers without * were called inactive; i = inactive; u = inconclusive; x = not tested or not shown; [ ] = remark or other dose. Unless noted, calls follow the shape of the dose curve; as a rule, active = well fitted curve in the direction sought with a large enough effect; inconclusive = small, poorly fitted or top-dose-only effect, or another doubt; inactive = no such curve, though single readings can be large; an effect the other way counts as inactive or inconclusive.

SMILES | GLS inhibitor | Pol eta inh | PI4K2A inh | G9a inh | Pin1 inh | HP1b binding inh | JMJD2A Tudor | Tb PGK inh | BAZ2B inh
O=C(NCCn1cccn1)c1ccc(OC2CCN(C(=O)C3CC3)CC2)cc1 | 0.5% | -7.4% | -11.0 | -4.6%[0.501 µM] | 3.9% | 34.7% | -9.7% | 3.3% | 4.5%
COc1cc(C=O)ccc1OCCCOc1ccccc1C(=O)O | 11.7% | u | 1.4 | 1.4% | -7.9% | 17.7% | -10.7% | 0.7% | -6.1%
c1ccc(C(c2ccccc2)N2CCN(Cc3nc(-c4cnccn4)no3)CC2)cc1 | 2.3% | -23.2% | -2.9 | u | -1.0% | 42.7%[activator] | -10.9% | -11.3% | -22.0%
CCOc1ccc(NC(=O)CSc2nnc(C)n2CC)cc1 | -14.4% | -24.4% | 0.9 | x | -7.7% | 27.1% | -11.2% | i | 0.7%
NC(=O)c1ccc(-c2ccccc2F)cc1 | 0.8% | -21.4% | 2.3 | x | 3.6% | 32.6% | 3.7% | -3.1% | -0.2%
CCOc1ccc(NC(C(=O)Nc2cccc(C(C)=O)c2)c2ccccc2)cc1 (stereo not given) | -0.6% | -16.0% | 4.2 | 44.7µM* | 1.6% | -37.4% | u | -2.0% | 39.8µM*
Cc1noc(C)c1C(=O)NCCc1ccccc1 | 15.1% | -9.2% | -5.8 | 1.5%[12.7 µM] | 0.2% | 16.0% | -3.1% | 7.7% | 14.5%
CNC(=O)C(=O)NCC(c1cccs1)S(=O)(=O)c1ccc(F)cc1 (stereo not given) | u | -12.3% | 2.9 | -23.6% | -10.2% | 82.8%[activator] | -4.6% | -9.1% | -2.1%
Cn1c(CSc2nc3ccccc3s2)n[nH]c1=S | 7.0% | -16.1% | 2.7 | 2.51µM* | 1.4% | -26.7% | 31.6µM* | -10.6% | 9.8%
COc1ccc(CNc2nc3nc(-c4ccccc4)cc(=O)n3[nH]2)cc1OC | 7.9% | 4.3% | 7.7 | -6.1% | 2.5% | 29.5% | -15.6% | i | 7.7%
Cc1ccc(CNC(=O)CNC(=S)N(Cc2ccccc2)Cc2cccnc2)cc1 | -1.3% | -4.9% | -1.5 | -47.5% | -5.4% | 22.0% | -25.5% | -5.5% | -12.0%
C=CCn1cccc(C(=O)Nc2ccc(OC)c(OC)c2)c1=O | -0.8% | -0.6% | 0.5 | -3.6% | -0.9% | -15.0% | -27.8% | i | -15.4%
CC1=C(C(=O)Nc2ccccc2C)C(c2ccncc2)n2nc(SCc3ccccc3Cl)nc2N1 (stereo not given) | 26.1% | 7.7% | -3.8 | 13.7%[59 µM] | 3.6% | 22.6% | -10.2% | 0.1% | u
Cc1cccc(C)c1NC(=O)CN(C)C(=O)C1CCN(c2ncnc3sc(C)c(C)c23)CC1 | 0.1% | -9.8% | -1.3 | -31.0% | -2.7% | -9.7% | -1.4% | -4.2% | 6.2%
O=C(NCc1ccccc1)C(Cc1ccccc1)NS(=O)(=O)c1cccc2nsnc12 (stereo not given) | 3.7% | -3.8% | -2.2 | 0.7% | -5.3% | 19.5% | -15.7% | x | 1.5%

Some entries already given, limited to JMJD2A Tudor and GLS inhibitor:
| compound | JMJD2A Tudor | GLS inhibitor |
| --- | --- | --- |
| Cc1ccc(CNC(=O)CNC(=S)N(Cc2ccccc2)Cc2cccnc2)cc1 | -25.5% | -1.3% |
| C=CCn1cccc(C(=O)Nc2ccc(OC)c(OC)c2)c1=O | -27.8% | -0.8% |

Next structures follow.
SMILES | GLS inhibitor | Pol eta inh | PI4K2A inh | G9a inh | Pin1 inh | HP1b binding inh | JMJD2A Tudor | Tb PGK inh | BAZ2B inh
COc1ccc(NC(=O)CCC(=O)Nc2cc(OC)c(NC(=O)c3ccco3)cc2OC)c(OC)c1 | 9.9% | -4.8% | 1.0 | 31.0% | 1.3% | -0.7% | -13.4% | -3.9% | 3.8%
COc1cc(NS(=O)(=O)c2ccc(NC(=S)NC(=O)c3ccccc3)cc2)nc(OC)n1 | 8.4% | 6.5% | 1.3 | u | 0.1% | -4.4% | -19.8% | 4.8% | -35.9%
CCOC(=O)C1(CCOc2ccccc2)CCN(Cc2ccc(-n3cccn3)cc2)CC1 | -2.0% | -11.0% | 1.1 | -30.2% | u | 24.1% | -18.8% | 6.6% | -8.3%
CCC(Oc1ccccc1)C(=O)Nc1nnc(C(F)(F)F)s1 (stereo not given) | 17.5% | -7.4% | -12.2 | -1.2%[59 µM] | 5.2% | 25.6% | -13.2% | 4.4% | 2.2%
CC(C)Cn1cnc2c1c(=O)n(CC(=O)Nc1ccc3c(c1)OCO3)c(=O)n2Cc1ccccc1 | -7.8% | u | 4.8 | 27.0%[12.7 µM] | 7.6% | 11.6% | -18.9%[57.1 µM] | -11.6% | -2.9%
CCOC(=O)c1c(N)c(C#N)cn1-c1ccccc1 | 0.0% | -5.7% | 0.1 | u | -10.0% | 10.9% | -16.0% | i | -4.8%
Cc1ccc(N/C=C2\C(=O)C3(C)CCC2C3(C)C)cc1C (stereo not given) | 0.0% | -12.1% | 3.3 | u | 0.2% | 9.1% | -9.3% | 3.6% | -21.2%
O=C1CC(c2ccccc2)CC(O)=C1C=NCCN1CCNCC1 (stereo not given) | 11.3% | -10.4% | -11.9 | 18.0%[59 µM] | -4.8% | 26.3% | -9.2% | 9.9% | 6.7%
COCCN(C(=S)Nc1ccc(OC)cc1)C(C)c1cccs1 (stereo not given) | -5.8% | -16.8% | -0.1 | 30.0%[59 µM] | -0.7% | 46.4%[activator] | -9.3% | -19.4% | 8.5%
CCOC(=O)[C@H]1[C@H]2COc3ccc(Cl)cc3[C@@H]2N2C(=O)CN(C)C(=O)[C@@]12C | -6.3% | -17.8% | 0.9 | 0.5%[0.501 µM] | 1.5% | 27.9% | -16.6% | -10.0% | 3.7%
COC(=O)c1sc(-c2ccccc2)cc1NC(=O)Nc1ccccc1Cl | -2.6% | -6.9% | -0.4 | -21.0%[59 µM] | -0.6% | 30.0% | -6.4% | i | 0.7%
Cc1c(-c2ccccc2)oc2c(C(=O)OCC(=O)Nc3ccc(C(N)=O)cc3)cccc2c1=O | -7.6% | -10.0% | 2.4 | -9.6%[59 µM] | 19.3% | 34.9%[activator] | -17.0% | x | 0.1%
CCOc1ccc(N/C(N)=N/c2nc(C)cc(C)n2)cc1 | -2.2% | -23.6% | 2.9 | x | -2.0% | 45.4%[activator] | -6.1% | i | -5.3%
COc1ccc(NC(=O)Nc2ccc(C(C)C)cc2)cc1 | 7.5% | -7.3% | 1.0 | -4.4%[59 µM] | 0.4% | 4.5% | 0.0% | -3.8% | -26.3%
CC(C)(C)C(=O)NCCc1nc2ccccc2n1CCCCOc1ccc(Cl)cc1 | 0.2% | -15.2% | 1.0 | u | u | 44.0%[activator] | -10.1% | 1.0% | -5.3%
CC(C)(C)c1cc(C(=O)NCCN2CCCC2)cc(C(C)(C)C)c1 | 1.9% | -26.2% | 1.9 | u | u | 28.9% | 0.0% | -11.2% | -21.5%
Cc1cc(C)cc(Oc2ccc(N)cc2)c1 | -15.1% | -9.7% | 9.1 | -50.5%[59 µM] | -3.7% | -25.4% | u | i | u
COc1cccc(C2C(C(=O)Nc3ccc(Cl)cc3)=C(C)Nc3nc4ccccc4n32)c1 (stereo not given) | 1.3% | -0.9% | -7.1 | -43.4%[59 µM] | -8.0% | 18.4% | -12.6% | -3.2% | 2.3%
O=C(CCC(=O)OCc1cccc([N+](=O)[O-])c1)Nc1ccccc1Cl | 6.4% | -12.2% | -3.3 | -23.4% | 0.9% | 24.1% | -5.1% | -7.0% | -23.8%
CNS(=O)(=O)c1cccc(C(=O)OCc2cc(=O)n3cc(Br)ccc3n2)c1 | 8.3% | u | 6.2 | u | 0.7% | 5.9% | -22.8% | -10.3% | -25.4%
Cc1ccc(Nc2nnc(-c3ccccc3N)o2)cc1C | 4.0% | -16.4% | 0.5 | x | 0.1% | 35.1% | 0.7% | -6.0% | -10.9%
O=C(NCCc1ccco1)c1nn(Cc2ccccc2)c(=O)c2ccccc12 | -2.8% | -5.0% | u | -7.3%[59 µM] | 0.6% | 9.6% | u | -14.1% | 50.1µM*
Cc1ccc(OCC(O)CN2CCN(Cc3ccc4c(c3)OCO4)CC2)cc1C (stereo not given) | 1.2% | -16.8% | -5.4 | -15.2%[59 µM] | 0.7% | 8.6% | -20.7% | -7.2% | u
c1ccc(NC2=NCCN2CC2CCCC2)cc1 | -7.3% | -6.2% | -4.0 | -10.1% | 1.3% | 34.3% | -20.0% | -1.8% | 0.5%
O=C(NCc1ccc(Cl)cc1)c1noc2c1CCCCC2 | -0.9% | -19.6% | -2.6 | -0.6%[59 µM] | u | 24.1% | 21.5% | -0.7% | 18.9%
Cc1cccc(-c2noc(-c3ccc(NCc4cccnc4)c([N+](=O)[O-])c3)n2)c1 | -1.1% | 2.2% | -1.7 | -7.9%[59 µM] | 2.1% | 9.4% | -11.3% | -7.0% | -6.5%
CC(C)Cc1csc(NC(=O)c2ccc(Br)cc2)c1C(=O)O | 12.9% | -9.2% | -3.8 | -0.6% | -5.1% | 44.5%[activator] | -9.2% | 4.0% | -15.6%

This is a subset (hit frequency here may not be typical).
